# All columns: NCI-60 one-dose screen, growth in % after 48 h at 10 µM unless noted; 100 = growth as untreated, 0 = no growth, -100 = all killed.
# SR = SR leukemia cells | 73,000 compounds, 8.7% hits
# K-562 = K-562 leukemia | 78,000 compounds, 7.4% hits | AID 1794777
# RPMI-8226 = RPMI-8226 leukemia cells; 77,000 compounds, 7.5% hits; AID 1794781
# MDA-MB-468 = MDA-MB-468 breast cancer; 78,000 compounds, 8.5% hits; AID 2202374
# MCF7 = MCF7 breast cancer. 82,000 compounds, 6.3% hits. AID 1794796
# MDA-MB-231 = MDA-MB-231 breast cancer | 81,000 compounds, 5% hits | AID 1794789
# MOLT-4 = MOLT-4 leukemia cells; 80,000 compounds, 6.9% hits
# CCRF-CEM = CCRF-CEM leukemia. 77,000 compounds, 7% hits. AID 1794778
# Starred values were filed as active, the others as inactive; / = not tested or not shown. The calls were made as follows: active = growth percent below 10; inactive = the rest.
SMILES,SR,K-562,RPMI-8226,MDA-MB-468,MCF7,MDA-MB-231,MOLT-4,CCRF-CEM
OCCNc1nc(O)c(/C=c2\ccc3c(c2)N=CC=3)s1,75,93,103,96,93,101,92,96
COc1cccc(/C=C2\CCc3ccccc3C2=O)c1,21,35,6.5*,64,27,90,72,38
CC1(C)CC(=O)c2cc3c(N)c(C(=O)Nc4ccccc4Cl)sc3nc2C1,/,96,108,110,111,116,105,97
COCCOC(=O)C1=C(C)N(C)C(=O)NC1c1ccc2c(c1)OCO2 (configuration not stated),99,110,109,106,95,102,113,111
Nc1ccc(/C=C\C(=O)c2ccccc2)cc1,108,96,106,101,106,111,112,97
CCN(CC)Cc1ccc(Nc2ccnc3cc(Cl)ccc23)cc1O,/,35,/,79,62,57,/,65
COc1ccc(-n2c(=O)n(O)c(=O)c3ccccc32)cc1,84,64,63,83,64,95,93,86
CC1CCN(C(=S)SCc2ccc(-c3ccccc3-c3nn[nH]n3)cc2)CC1,123,105,104,119,96,101,107,112
COc1ccc2nc3cc(Cl)ccc3c(NCCCNC(C)=O)c2c1,21,24,37,40,16,57,26,39
CCn1c2ccccc2c2cc(NC(=O)c3ccccc3-c3ccccc3C(=O)O)ccc21,74,96,101,90,96,103,97,102
CN(C)c1oc(-c2nc(C#N)c(N(C)C)o2)nc1C#N,102,102,104,102,101,107,100,100
O=C1Nc2cc(Cl)ccc2/C1=C/c1ccc(N2CCOCC2)s1,97,99,86,/,87,99,93,100
O=C1C(=O)N2C(c3ccccc3)[C@@]3(O)C=C[C@]24[C@@H](C3)[C@H](O)c2ccccc2N14 (some centres not stated),115,106,113,108,96,116,113,115
CC(C)CCC(=O)[C@@H](C)[C@H]1[C@@H](OC2OCC(O)C(O)C2NS(C)(=O)=O)C[C@H]2[C@@H]3CC=C4C[C@@H](O)CC[C@]4(C)[C@H]3CC[C@]12C (some centres not stated),17,2.6*,-26*,44,17,44,-0.1*,-8.8*
Cc1ccc(-c2cc(Cc3c(Cl)cccc3Cl)c(=O)n(Cn3ccc4ccccc43)n2)cc1C,93,100,106,115,89,75,101,103

# Compound profiles, from the list above. Order of screens: SR, K-562, RPMI-8226, MDA-MB-468, MCF7, MDA-MB-231, MOLT-4, CCRF-CEM
# `O=C1C(=O)N2C(c3ccccc3)[C@@]3(O)C=C[C@]24[C@@H](C3)[C@H](O)c2ccccc2N14` (some centres not stated) across the screens: 115, 106, 113, 108, 96, 116, 113, 115
# `Nc1ccc(/C=C\C(=O)c2ccccc2)cc1` across the screens: 108, 96, 106, 101, 106, 111, 112, 97

# The list goes on.
SMILES,SR,K-562,RPMI-8226,MDA-MB-468,MCF7,MDA-MB-231,MOLT-4,CCRF-CEM
Cc1ccc(C)c(C(S)C(=O)O)c1 (configuration not stated),86,95,109,124,100,110,95,103
Cn1cc(C2=C(c3cccc4ccccc34)C(=O)NC2=O)c2ccccc21,94,100,100,121,96,89,103,97
O=C(Cn1cc(CN2CCN(c3ccnc4cc(Cl)ccc34)CC2)nn1)Nc1ccc(F)cc1,80,80,93,96,97,95,83,82
CCc1ccc(C2CC(c3cccc(Br)c3)=NN2c2ccc(S(N)(=O)=O)cc2)cc1 (configuration not stated),84,96,84,106,82,102,88,93
Brc1cccc(-c2cc(-c3ccc4c(c3)OC=CO4)[nH]n2)c1,28,14,22,33,10,53,29,22
CCCCCCCCCCCCCC(=O)OCC,104,103,115,115,103,107,101,114
COc1cc(C(=O)N(C)C2CCCCC2)cc(OC)c1OC,81,89,95,96,95,102,111,95
COc1cc(C2NC(=O)NC(C)=C2C(=O)OC(C)C)ccc1OCc1ccccc1 (configuration not stated),74,82,73,84,82,/,83,98
c1c2c(cc3c1CCCC3)CCCC2,94,106,108,109,100,102,105,96
COc1ccc(CSc2nc(-c3ccc(OCc4ccccc4)c(OC)c3)c(C#N)c(=O)[nH]2)cc1,/,/,102,106,87,96,/,107
COCC(=O)N[C@@H](Cc1ccc(-c2cc(Cl)cc(Cl)c2)cc1)[C@H](O)[C@@H](O)C(=O)O,89,96,98,104,101,99,96,99
CCOC(=O)CNC(=O)CN(Cc1ccccc1)C(=O)[C@@]1(C)CCC[C@]2(C)[C@H]3C[C@H]4C(C(C)C)=C[C@]3(CC[C@H]21)[C@@H]1C(=O)OC(=O)[C@@H]14,4.4*,25,15,49,31,88,28,16
COc1cc2c(c(OC)c1OC)C1(NCC2)C(=O)N(Cc2ccc(F)cc2)c2ccccc21 (configuration not stated),96,94,86,92,110,84,85,104
CC(NCCN)c1ccccc1 (configuration not stated),110,114,101,74,95,110,118,112
O=S(=O)(Nc1nccs1)c1ccc(Nc2nc(O)c(/C=C3\C=Nc4ccccc43)s2)cc1,95,/,92,91,95,94,103,101
CNC1(C#N)CCCCC1,/,82,97,116,106,113,97,104
O=C1/C(=C\c2cccn2C/C=C/c2ccccc2)c2ccccc2N1c1c(Cl)cccc1Cl,73,98,83,71,41,81,92,102
Cc1ccc(-n2nnc(C3=NCCc4c3[nH]c3ccc(Cl)cc43)c2C)cc1,53,/,59,71,78,80,50,28
Cc1ccc(C(=O)Nc2ccc(CN3CCN(C)CC3)c(C(F)(F)F)c2)cc1C#Cc1cnc2cccnn12,-28*,-65*,-45*,-86*,-74*,-85*,-62*,-30*
C#C[C@]1(O)CC[C@H]2[C@@H]3CC=C4c5sc(Nc6ccncc6)nc5CC[C@]4(C)[C@H]3CC[C@@]21C,4.3*,2.2*,-27*,-26*,-42*,22,-18*,4.5*
BrCCCOc1ccc(Nc2ncnc3c2cnn3-c2ccccc2)cc1,83,105,/,100,89,97,84,/
COc1ccc(NCN2C(=O)c3ccccc3C2=O)cc1,101,71,86,91,102,81,96,60
C[C@@H]1[C@H]2[C@H](C=C3[C@@H]4CC[C@H]5Cc6nc7c(nc6C[C@]5(C)[C@H]4C[C@@H](O)[C@@]32C)C[C@@H]2CC[C@H]3C4=C[C@@H]5O[C@@]6(CC[C@](C)(CO)O6)[C@@H](C)[C@@]5(O)[C@@]4(C)[C@H](O)C[C@@H]3[C@@]2(C)C7)O[C@]12CCC(C)(C)O2,2.5*,-7.1*,-30*,12,15,-0.3*,-21*,2.8*
c1ccc2c(N3CCOCC3)c3c(nc2c1)CCCC3,103,102,98,94,98,106,102,103
O=c1c2ccccc2ncn1-c1ccc(Cl)cc1,110,102,118,104,101,116,/,121
N#C/C(=C/c1ccc([N+](=O)[O-])cc1)c1nnc(NC(=O)c2ccc(-n3c(=O)[nH]c4ccccc4c3=O)cc2)s1,92,103,98,99,85,90,99,98
CC(C)(C)Nc1c(-c2ccc(-c3ccccc3)cc2)nc2ncccn12,42,29,57,/,46,90,69,66
Cc1ccc(NC(=S)NC(=O)c2ccccc2)cc1NC(=S)NC(=O)c1ccccc1,30,70,39,107,55,52,91,77
N#C/C(=C\c1ccc(-c2ccc(Cl)c(Cl)c2)o1)c1nc(-c2ccco2)cs1,/,113,64,-38*,13,84,104,94
Cc1nc(N)ncc1-c1ccc2ncnc(N3CCc4cc(F)c(Cl)cc43)c2c1,45,62,60,-23*,42,35,11,78

# Reprinted from the part before: 7 compounds, followed by the next part.
SMILES,SR,K-562,RPMI-8226,MDA-MB-468,MCF7,MDA-MB-231,MOLT-4,CCRF-CEM
c1ccc2c(N3CCOCC3)c3c(nc2c1)CCCC3,103,102,98,94,98,106,102,103
O=c1c2ccccc2ncn1-c1ccc(Cl)cc1,110,102,118,104,101,116,/,121
N#C/C(=C/c1ccc([N+](=O)[O-])cc1)c1nnc(NC(=O)c2ccc(-n3c(=O)[nH]c4ccccc4c3=O)cc2)s1,92,103,98,99,85,90,99,98
CC(C)(C)Nc1c(-c2ccc(-c3ccccc3)cc2)nc2ncccn12,42,29,57,/,46,90,69,66
Cc1ccc(NC(=S)NC(=O)c2ccccc2)cc1NC(=S)NC(=O)c1ccccc1,30,70,39,107,55,52,91,77
N#C/C(=C\c1ccc(-c2ccc(Cl)c(Cl)c2)o1)c1nc(-c2ccco2)cs1,/,113,64,-38*,13,84,104,94
Cc1nc(N)ncc1-c1ccc2ncnc(N3CCc4cc(F)c(Cl)cc43)c2c1,45,62,60,-23*,42,35,11,78
O=C(NNc1nc2cc(F)cc(F)c2n2cccc12)c1ncccn1,13,18,13,3.6*,9.9*,35,13,7.2*
COc1ccc(/C=C2/C(=O)N(c3ccccc3)N=C2N)cc1,76,94,/,106,97,93,92,110
CCCCCCCCCCOC(=O)c1ccc(Cl)cc1,102,106,107,92,90,110,112,101
COc1cccc2c1-c1ccccc1C2=O,40,8.8*,15,39,24,30,74,5.6*
COc1ccc(C(C)=C(c2ccc(OCCN3CCCC3)cc2)c2ccc(OCCN3CCCC3)cc2)cc1,87,84,103,97,45,108,106,102
C(=N\c1nc(NCc2ccccc2)[nH]c1-c1ccccc1)/c1ccccc1,98,100,108,124,92,103,103,105
Cc1nc2sc(C(=O)Nc3cccc(Br)c3)c(N)c2cc1C(=O)c1ccc(C(F)(F)F)cc1,47,84,89,91,70,64,95,82
Cc1cnc2cc(Cl)ccc2c1Cl,107,128,123,118,96,117,124,96
CC(=O)n1cc(/C=C2\N=C(c3ccc(Cl)cc3)N(c3ccc(S(=O)(=O)Nc4nccs4)cc3)C2=O)c2ccccc21,61,60,62,96,50,95,51,48
O=CNc1c(Cl)cc2c(c1Cl)Cc1cc([N+](=O)[O-])ccc1-2,57,16,14,-3.0*,15,64,33,15
COc1ccc(-c2nsc3c2NC(=O)CC3c2ccc(Cl)cc2)cc1 (configuration not stated),68,67,72,59,88,95,67,74
CC(=O)Nc1ccc(/C=C2\SC(=S)N(/C=C(\C(C)=O)C(N)=O)C2=O)cc1,/,/,84,108,96,99,/,91
Nc1nc2c(C(=O)Nc3ccc(Cl)cc3)c(Nc3ccccc3)nn2c(-c2ccc(Br)cc2)c1-c1nc2ccccc2s1,86,95,97,104,95,96,96,94
Cc1c(O)cc(-c2cnc(Nc3ccccc3)s2)c(O)c1C,87,87,83,57,82,99,63,79
Cc1[nH]c2ccccc2c1CCNC(=O)c1cccs1,98,94,98,112,91,106,103,100
COc1ccc(/C=C(\C(=O)NCc2cccnc2)S(=O)(=O)c2ccccc2)cc1OC,17,8.7*,18,1.9*,13,23,39,9.1*
COc1ccc2c(c1)oc1c2c2c(c3c4ccccc4n(C)c13)C(=O)NC2=O,/,93,101,75,31,80,104,97
COc1ccc(/C=C2\SC(=S)N(CCc3ccc(O)cc3)C2=O)cc1,96,98,91,77,113,95,62,20
Oc1ccc(Cl)c(Nc2ncnc3c2cnn3CC(Cl)c2ccc(Br)cc2)c1 (configuration not stated),55,1.9*,52,26,50,26,35,60
CCOC(=O)CSC1=NC(c2cccc([N+](=O)[O-])c2)c2sc3ccc(Cl)cc3c2N1 (configuration not stated),79,90,/,124,80,91,85,109
N#C/C(=C\c1c(-c2ccccc2)[nH]c2ccccc12)C(N)=O,9.5*,24,46,/,50,72,62,66
CNC(=O)c1cc(-n2ccc3cc(NC(=O)c4ccc(N5CCOCC5)c(C(F)(F)F)c4)ccc32)ccn1,25,26,/,72,61,78,35,30
COc1ccc(-n2nnc3c(sc4ncc(Cl)cc43)c2=O)cc1,82,91,89,97,93,121,84,/
COc1ccc(OC)c(NP2(=O)OCC(C)([N+](=O)[O-])CO2)c1 (configuration not stated),/,87,/,/,111,101,99,81
Nc1nc(N)c(NC(=O)CNc2ccc(C(=O)O)cc2)c(N)n1,/,106,98,99,91,106,107,98
CC(=O)Nc1ccc(/C=C/c2cc[n+](C)cc2)cc1,90,103,101,80,97,104,95,107
c1ccc(COc2ccc(-c3nc4cc5nc6ccccc6[nH]c5cc4n3)cc2)cc1,87,84,93,98,70,88,86,100
CC(C)OC(=O)Oc1cc(Cl)c(Cl)cc1Cl,96,96,94,107,93,91,57,99
Cc1ccc(C)c(S(N)(=O)=O)c1,105,102,116,103,96,103,106,109
COc1ccc(-c2cc(C(=O)N3CC(C)OC(C)C3)on2)cc1OC1CCCC1 (configuration not stated),52,71,97,95,63,89,106,98
O=C(CN1C(=O)S/C(=C\C(Cl)=C\c2ccccc2)C1=O)NC1C=CS(=O)(=O)C1 (configuration not stated),6.4*,4.7*,0.7*,-55*,11,14,4.1*,7.5*
O=C(O)c1ccc(-n2cc(/C=N/Nc3ccc(F)cc3)c(-c3ccc(F)c(F)c3)n2)cc1,77,11,33,70,48,87,31,47
COc1ccc(NC2=C(I)C(=O)c3ncccc3C2=O)cc1,6.7*,2.2*,4.4*,-58*,-53*,-12*,-32*,11
Cc1cc(C)c2c(n1)sc1c(Nc3csc4ncccc34)ncnc12,/,103,122,96,97,112,104,113
COc1cc(OC)c(S(N)(=O)=O)cc1C(=O)/C=C/c1ccc2c(c1)OCO2,64,57,89,52,75,87,98,80
COc1cc(-c2csc(Nc3cc(N4CCN(CCO)CC4)nc(C)n3)n2)cc(OC)c1OC,39,61,55,69,69,58,58,67
CC1=NC=N/C1=C\c1sc(=S)n(CC(=O)O)c1O,/,110,105,120,97,114,103,107
CCOC(=O)c1cccnc1Nc1ccc(NC(=O)Nc2c(Cl)cccc2Cl)cc1,82,104,100,115,85,78,97,96
CCCCCCC1(/C=N/NC(N)=S)NC(=O)NC1=O (configuration not stated),108,112,112,96,93,104,108,110
O=c1n(Cc2nc(-c3ccc(F)cc3)n[nH]2)cnn1-c1ccccc1,95,79,92,108,91,98,86,89
CS(=O)(=O)c1nccc(-c2c(-c3ccc(F)c(OCc4ccccc4)c3)nc3sccn23)n1,17,76,43,-69*,16,93,74,55
COc1cc2oc(-c3cccc(C(=O)Nc4ccc(Cl)cc4)c3)cc(=O)c2c(OCCNC(=O)[C@@H](N)CCC(=O)O)c1OC,43,32,26,74,61,31,37,76
O=C(Nc1nn(-c2ccc(F)cc2F)nc1-c1ccccc1)c1ccccc1,88,91,91,/,98,93,93,92
CCc1ccc(-c2cc(-c3ccc(C)cc3)n(-c3ccc(S(N)(=O)=O)cc3)n2)cc1,75,64,83,94,72,99,70,91

# Source: PubChem BioAssay (NCI)
